DRD3 antagonist – blocks the human D3 dopamine receptor | P35462 | D3R cells, DiscoveRx beta-arrestin luminescence, antagonist mode; stronger effect = lower value | max response, negative = inhibition, % | hit rate 2.5% among 360,000 | AID 652054; in the data active means max response below about -50%; inconclusive means no clear call, values can overlap the other calls; further: on the % scale 0 is the no-effect control and ±100 the full control effect; mostly tested at two doses, the higher about 12 µM
Target sequence (P35462 whole entry, looked up): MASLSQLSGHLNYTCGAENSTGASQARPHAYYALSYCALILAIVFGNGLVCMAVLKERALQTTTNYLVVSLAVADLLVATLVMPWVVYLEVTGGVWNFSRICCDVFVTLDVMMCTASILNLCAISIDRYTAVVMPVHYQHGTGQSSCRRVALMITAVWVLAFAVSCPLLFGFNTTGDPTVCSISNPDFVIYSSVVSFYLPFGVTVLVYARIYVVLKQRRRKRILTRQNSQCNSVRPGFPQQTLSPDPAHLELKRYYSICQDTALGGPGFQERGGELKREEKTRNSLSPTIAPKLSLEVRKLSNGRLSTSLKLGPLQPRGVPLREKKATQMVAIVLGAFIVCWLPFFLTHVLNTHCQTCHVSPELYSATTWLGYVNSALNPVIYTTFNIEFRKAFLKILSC
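Cells plated overnight at 1500 cells/well, then exposed to library compounds with dopamine controls for 90 minutes at 37 degrees C. DiscoveRx reagent added for 30–60 minutes at room temperature; luminescence read, quantitative HTS format.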
HT1080-NT tox – kills 2HG-producing HT-1080-NT fibrosarcoma cells. HT-1080-NT fibrosarcoma viability, CellTiter-Glo ATP luminescence, 48 h. Potency, µM (titrated, usually from 46.1 µM), inactives show at the top dose activity, negative = less viability, actives largely listed as cytotoxic. hit rate 1.6% among 360,000;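 further: NT is the 2HG producing partner of a matched IDH1 knockdown line; potency means the concentration at half of the fitted maximal effect; 0% = DMSO-treated cells and -100% = media-only wells without cells; nearly all actives have a fitted effect of over 55% in size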
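Read-out is CellTiter-Glo luminescence after 10 minutes at room temperature, following 48 hours' compound treatment of HT-1080-NT cells (750 cells/well, RPMI, 5% FBS, 37 degrees C).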
HT1080 IDH1KD tx – kills HT-1080 cells with IDH1 knockdown; HT-1080 IDH1 knockdown viability, ATP luminescence, 48 h; Potency, µM (highest dose often 46.1 µM), without a hit: at the highest dose activity, negative = toxicity, most hits filed as cytotoxic; hit rate 2% among 360,000; AID 686971;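 further: potency means the concentration at half of the fitted maximal effect; 0% = DMSO wells and -100% = cell-free medium wells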
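Knockdown cells (IDH1KD HT-1080) received compounds 2 h after plating at 750 cells/well and were kept 48 h at 37 °C in 5% FBS RPMI. A CellTiter-Glo luminescence read gave % activity for curve fitting.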
IL-1B inflam inh – blocks inflammasome-driven IL-1 beta release; THP-1 LPS/ATP IL-1B secretion, AlphaLISA, 16 h; stronger effect = lower value; activity change, % at 57.5 µM; hit rate 4.7% among 360,000; AID 743279; in the data active means activity change below about -50%; inconclusive means mostly about -30% to -49%; further: on the % scale 0 is the no-effect control and ±100 the full control effect
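Secreted IL-1B measured by AlphaLISA bead assay after 16 h compound exposure of THP-1 cells; compounds (final up to 57.5 uM) added 1 h before LPS (250 ng/mL) and ATP (1.25 mM) stimulation; lower signal means less secretion.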
SW480 rereplic – DNA re-replication induction in SW480 cells; SW480 DNA re-replication, Hoechst DNA content imaging, 48 h; Potency, µM (doses to about 46.1 µM), without a hit: top-dose re-replication activation, most hits filed as activators; hit rate 1.8% among 340,000; AID 624297; further: potency means the concentration at half of the fitted maximal effect; % of control where 0% means no effect; nearly all actives have a fitted effect of over 55% in size
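Readout is total intensity of Hoechst-stained nuclei, excited at 405 nm and collected at 500-530 nm. Compound treatment lasted 48 hr at 37 C in 5% CO2 before staining.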
KB-3-1 tox – kills parental KB-3-1 adenocarcinoma cells; AID 1347075; KB-3-1 viability, CellTiter-Glo ATP luminescence, 72 h; Potency, µM (series often up to 46.1 µM), for inactives: at the top dose activity change, negative = cytotoxic, hits mostly cytotoxic; hit rate 1.4% among 400,000; further: potency means the concentration at half of the fitted maximal effect; on the % scale 0 is the no-effect control and ±100 the full control effect; nearly all actives have a fitted effect of over 60% in size
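Parental KB-3-1 viability, qHTS format: 72 h compound exposure, 37 °C; CellTiter-Glo; media-only wells and DMSO plates as controls; concentration-effect fits on corrected data.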
DRD3 agonist – activates the human D3 dopamine receptor | P35462 | D3R DiscoveRx beta-arrestin cells, luminescence, 90 min | max activation, % | hit rate 0.58% among 410,000; in the data active means max activation above about 30%; further: 0% is about no effect; mostly tested at two doses, the higher about 12 µM
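Agonist-mode cell screen: cells plated at 1500/well and incubated overnight at 37 °C, then exposed to library compounds for 90 min at 37 °C. Detection reagent was added for 30–60 min at room temperature, and luminescence was read.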
KB-V1 MDR tox – KB-V1 MDR subline cytotoxicity; KB-V1 MDR cells viability, CellTiter-Glo, 72 h; Potency, µM (highest dose often 46.1 µM), for the others: at the highest dose activity change, negative = cytotoxicity, most hits filed as cytotoxic; hit rate 3.4% among 400,000; further: potency means the concentration at half of the fitted maximal effect; on the % scale 0 is the no-effect control and ±100 the full control effect; nearly all actives have a fitted effect of over 60% in size
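KB-V1 cells (P-gp-expressing MDR subline of KB-3-1) in phenol-red-free DMEM with 10% FBS were exposed to library compounds over a concentration series for 72 h at 37 degrees C. Viability read by CellTiter-Glo luminescence; concentration-effect curves fitted after normalization.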
GLP-1R agonist – activates the human GLP-1 receptor | AID 624172 | Potency, µM (doses to about 45.6 µM), inactives show top-dose activation, most hits filed as activators | HEK293 GLP-1R CRE-luciferase, luminescence, 4-6 h; cells express a hypersensitive GLP-1R form | hit rate 0.007% among 380,000 | P43220; further: potency means the concentration at half of the fitted maximal effect; % of control where 0% means no effect
Target sequence (P43220 whole entry, looked up): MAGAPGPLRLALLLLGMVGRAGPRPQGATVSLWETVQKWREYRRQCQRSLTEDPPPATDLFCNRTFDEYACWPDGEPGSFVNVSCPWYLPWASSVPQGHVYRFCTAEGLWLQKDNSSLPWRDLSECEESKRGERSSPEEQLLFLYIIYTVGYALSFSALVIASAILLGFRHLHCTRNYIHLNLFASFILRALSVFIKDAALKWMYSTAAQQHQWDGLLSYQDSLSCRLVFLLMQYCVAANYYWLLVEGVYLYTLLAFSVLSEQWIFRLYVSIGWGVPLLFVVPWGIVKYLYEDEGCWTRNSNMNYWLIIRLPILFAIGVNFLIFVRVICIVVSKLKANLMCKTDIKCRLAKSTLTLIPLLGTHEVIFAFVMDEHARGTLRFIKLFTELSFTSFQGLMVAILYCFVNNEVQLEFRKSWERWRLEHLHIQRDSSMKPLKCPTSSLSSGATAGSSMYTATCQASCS
Starred values were filed as active, the others as inactive; ? = inconclusive; . = not tested or not shown; & = joins results of further samples; ! = not confirmed by another sample; [ ] = another dose, or the depositor's remark. Unless noted, the call rests on the fitted dose curve; in most records, active means well fitted curve in the direction sought with a large enough effect; inconclusive means small, poorly fitted or top-dose-only effect, or another doubt; inactive means no such curve, though single readings can be large; an effect the other way counts as inactive or inconclusive. Outcome played no part in choosing rows; about 12% have a hit in one of these screens.

Molecule | DRD3 antagonist | HT1080-NT tox | HT1080 IDH1KD tx | IL-1B inflam inh | SW480 rereplic | KB-3-1 tox | DRD3 agonist | KB-V1 MDR tox | GLP-1R agonist
O=C(CN1C(=O)NC(c2ccccc2)(c2ccccc2)C1=O)NC1CCCC1 | -4 | 2% | 6% | -23 | -2% | 0% | 3 | 7% | 7%
COC(=O)CC(NC(=O)CN1CCN(c2ccc(F)cc2)CC1)c1cccc(F)c1 (configuration not stated) | -3 | 10% | 5% | 22 | -7% | 12% | 8 | 6% | 15%
CC(C)c1ccc(NC(=S)NC2CCCCCC2)cc1 | ? | 5% | ? | ? | ? | 3% | -18 | 2% | 25%
c1ccc(CNc2ncnc3c2oc2ccccc23)nc1 | 0 | -4% | -2% | 38 | 0% | 1% | -11 | 21µM* | 14%
O=c1[nH]c(C2C3CC4CC(C3)CC2C4)nc2ccccc12 (configuration not stated) | 19 | 9% | 1% | 30 | ? | 2% | -5 | -17% | -6%
O=C(Nc1ccc(-c2nnc(-c3ccccc3)o2)cc1)C(F)(F)F | -16 | -1% | 2% | -6 | ? | ? | -3 | ? | 5%
C=C(C)COc1ccc(-c2nc(N)nc(C)c2-c2ccc(OC)cc2)c(O)c1 | -5 | 0% | -6% | -2 | ? | 14% | 11 | 0% | 2%
COc1cccc2cc(C(=O)n3ccc(C)n3)c(=O)oc12 | 0 | 7% | -4%[9.24 µM] | 8 | -7% | -18% | 9 | 2% | -12%
CCCCN(C(=O)c1ccc(S(=O)(=O)N(C)c2ccccc2)cc1)c1c(N)n(CCC)c(=O)[nH]c1=O | -4 | 1% | -6% | -3 | -4% | 0% | 0 | 0% | -1%
COc1ccc(C(CNC(=O)c2ccc(N3CCCC3=O)cc2)N2CCCC2)cc1 (configuration not stated) | -23 | -14% | -10% | 10 | -5% | 1% | -18 | -31% | 0%
CC(=O)N[C@@H](Cc1c[nH]c2ccccc12)C(=O)NCCc1ccc(S(N)(=O)=O)cc1 | -20 | 14% | 4% | 25 | -1% | 25% | -15 | 24% | 0%
CCOc1ccc2c(c1)c1nc3ccccc3nc1n2C | 13 | -1% | 3% | -19 | 2% | 2% | 2 | -16% | -4%
Cc1ccc(NC(=O)COC(=O)CCc2c[nH]c3ccccc23)cc1 | 5 | 4% | 1% | 2 | . | 1% | -1 | 19% | 4%
CC(C)COC(=O)C1C2C=CC3(CN(C4CCCC4)C(=O)C13)O2 (configuration not stated) | -5 | -1% | 4% | -10 | -9% | -12% | 3 | 3% | 0%
S=c1[nH]c(-c2ccc(Cl)cc2)cs1 | 1 | 0% | -19% | 4 | 1% | 0% | 3 | -8% | -3%
Nc1ccc(-c2nc3ccc(N)cc3o2)cc1 | 0 | 0% | -2% | ? | 2% | 3% | 2 | -6% | 0%
CS(=O)(=O)c1ccc(NCC2CCCO2)c([N+](=O)[O-])c1 (configuration not stated) | -28 | 0% | 1% | -9 | -6% | ? | -4 | 19% | 13%
COc1ccc(CCN(Cc2ccccn2)C(=S)Nc2ccccc2C)cc1OC | 28 | 9% | 2% | -4 | 3%[1.84 µM] | 4% | -2 | -12% | 5%
Cc1[nH]n(-c2cccc3ccccc23)c(=O)c1/C=N/NC(=O)c1cccc([N+](=O)[O-])c1 | 2 | ? | ? | 32 | ? | ? | 4 | 3.3µM* | -5%
CCN1CCCC1CNC(=O)c1cc2c(OC)c(OC)c(OC)cc2[nH]1 (configuration not stated) | -61* | -16% | -2% | 7 | -7% | 10% | -44 | 12% | 0%
CC(C)CN1CCN(Cc2cnc(N3CCOCC3)s2)CC1CCO (configuration not stated) | 8 | -7% | -1% | 47 | -5% | 5% | 2 | -1% | 4%
O=C(NCc1ccncc1)c1cc(C(=O)C2CCCCC2)c[nH]1 | -11 | 9% | 8% | 11 | 4% | -5% | -4 | -9% | 0%
CCOCCCNC(=O)CN1N=C(c2ccc(C)cc2)CCC1=O | 13 | 0% | -5% | 1 | -4% | 2% | 0 | 2% | 6%
COc1ccc(OC)c(NC(=O)CSc2nnc(N)s2)c1 | 5 | -7% | -1% | -14 | -9% | 15% | -1 | 9% | -5%
O=C(NCCCN1CCOCC1)c1c(F)cccc1F | -13 | 13% | 4% | 18 | -7% | -4% | -5 | 0% | 1%

Two compounds drawn at random from the list so far:
Molecule | DRD3 antagonist | HT1080-NT tox | HT1080 IDH1KD tx | IL-1B inflam inh | SW480 rereplic | KB-3-1 tox | DRD3 agonist | KB-V1 MDR tox | GLP-1R agonist
COc1ccc(C(CNC(=O)c2ccc(N3CCCC3=O)cc2)N2CCCC2)cc1 (configuration not stated) | -23 | -14% | -10% | 10 | -5% | 1% | -18 | -31% | 0%
CC(C)COC(=O)C1C2C=CC3(CN(C4CCCC4)C(=O)C13)O2 (configuration not stated) | -5 | -1% | 4% | -10 | -9% | -12% | 3 | 3% | 0%

(next part)
Molecule | DRD3 antagonist | HT1080-NT tox | HT1080 IDH1KD tx | IL-1B inflam inh | SW480 rereplic | KB-3-1 tox | DRD3 agonist | KB-V1 MDR tox | GLP-1R agonist
CCO[C@H]1OC(C(=O)Nc2ccccc2)=C[C@@H](c2ccc(Br)cc2)[C@@H]1CCCO | -17 | ? | ? | 0 | ? | 0% | -19 | -15% | -1%
COC(=O)c1sccc1NC(=O)Nc1cc(C)ccc1C | 10 | 0% | 1% | 16 | -5% | 14% | 1 | -7% | 7%
CCc1ccccc1NC(=O)CN(C)C(=O)CSc1nc2cc(Cl)ccc2s1 | 2 | 15% | 5% | -9 | ? | 1% | 0 | 15µM* | -1%
Cn1c(N)c(C(=O)Nc2ccc3ccccc3c2)sc1=S | 12 | 12% | ? | 10 | -16% | -5% | 6 | -23% | -18%
N#Cc1nc(Nc2cc(F)cc(F)c2)c2ncn(CC(F)F)c2n1 | . | . | . | . | -5% | -26% | . | -14% | -6%
O=C(Nc1cc(N2CCCCC2)ncn1)c1ccccc1 | -3 | -13% | -28% | 17 | -100%[inhibitor] | -20% | 3 | ? | 12%
COc1ccc(Br)cc1S(=O)(=O)N1CCCc2ccccc21 | -14 | -17% | -16% | 0 | -8% | -1% | -1 | 3% | 8%
O=CNc1cc(-c2ccoc2)cn2c(-c3ccc(F)cc3)cnc12 | ? | -21% | ? | 23 | . | -4% | -3 | ? | 7%
COc1ccc(N2CC(C(=O)NCCc3ccc(OC)c(OC)c3)CC2=O)cc1 (configuration not stated) | 0 | 8% | 9% | -23 | -18% | -5% | 5 | -1% | 6%
CCn1c(C)c(C)c2cc(C(=O)N3CCN(c4cccc(C)c4C)CC3)ccc21 | -13 | -5% | -3% | ? | ? | -3%&-1% | 96*! | 11%&-2% | 0%
Cc1ccc2nsnc2c1S(=O)(=O)N(Cc1cc2cccc(C)c2[nH]c1=O)CC1CCCO1 (configuration not stated) | 32 | 3% | -1% | 1 | 23% | 27% | 15 | ? | 2%
Cc1cc(Br)ccc1OCC(=O)NNC(=O)C(=O)Nc1ccccc1 | -6 | -14% | -9% | 2 | -11% | -5% | 0 | 1% | 1%
CC(C)Cc1nnc(NC(=O)c2ccc(S(=O)(=O)N3CCCC3)cc2)s1 | 3 | 4% | -1% | 6 | -41%[inhibitor] | 0% | 3 | -5% | -1%
Cc1ccc(SC[C@H](c2ccccc2)N2CCN(C)CCC2=O)cc1 | 4 | 0% | 6% | -3 | 1% | -2% | -14 | 20% | 3%
CCCCOc1ccc(OCCSc2nc3ccccc3n2CC(=O)O)cc1 | 11 | -14% | -1% | 12 | 4% | 0% | 9 | 1% | -1%
COc1ccc(NC(C)=O)cc1S(=O)(=O)N1CCn2cccc2C1C (configuration not stated) | -20 | 0% | 3% | -9 | 7% | 17% | -9 | 0% | -5%
CCOc1cc(CNc2ccc(N3CCOCC3)cc2)cc(Br)c1OCC | 16 | -18% | ? | ? | ? | ? | 37* | ? | 12%
O=C(O)CCCCCNS(=O)(=O)c1cccc2c1C(=O)c1ccccc1C2=O | -28 | -7% | ? | 0 | ? | 8% | 4 | ? | 5%
S=c1[nH]nc(-c2ccco2)n1/N=C/c1ccc(Cl)c(Cl)c1 | -11 | 0% | -6% | -3 | 1% | 7% | -12 | -1% | -1%
CC(=O)N[C@@H](C)C(=O)OC(C)C(=O)Nc1cccc([N+](=O)[O-])c1 (some centres not stated) | 14 | 3% | -3% | 38 | ? | 22% | 8 | 6% | 0%
CCOC(=O)Cc1csc(NC(=O)c2ccc(S(=O)(=O)N3CCCC3)cc2)n1 | 9 | ? | -1%[9.24 µM] | -54* | -3% | 2% | -3 | -2% | 0%
CC(C)(C)CC(C)(C)NCC(=O)Nc1c2c(nc3ccccc13)CCC2 | 8 | -22% | -4% | ? | -7% | -14% | 7 | -11% | 7%
CCn1c(-c2cc(Br)ccc2O)n[nH]c1=S | 16 | 0% | -23% | -23 | 14% | -3% | 11 | -6% | 0%
O=S1(=O)N[C@H](Cc2ccccc2)COc2cc(N3CCN(Cc4ccccc4F)CC3)ccc21 | ? | 6% | -3% | 39 | . | 0% | -11 | 0% | -1%
NS(=O)(=O)c1ccc(CCNC(=O)Cc2c[nH]c3ccccc23)cc1 | -17 | -2% | 0% | 18 | -3% | 9% | -8 | ? | -9%
Clc1ccc(OCc2nn[nH]n2)cc1 | -1 | 4% | 3% | 12 | -4% | -1% | 5 | -15% | 0%
CCC(C)NCCOc1cc(C)cc(C)c1C (configuration not stated) | -69* | 2% | -3% | 0 | -10% | -9% | -15 | -4% | -1%
c1ccc(COc2cccc(-c3cc4nc(NCCN5CCOCC5)ccn4n3)c2)cc1 | 21 | 15µM* | ? | -19 | . | -2% | 7 | 0% | -7%
CC1CCC(N2CCN(c3ccc([N+](=O)[O-])cc3)CC2)CC1 (configuration not stated) | -26 | -3% | -12% | -2 | 1% | -18% | -8 | -15% | 4%
